Screening results (PubChem)
Ba/F3 V617F tox = loss of viability in JAK2V617F-driven Ba/F3 cells | 1.1% of 220,000 active | Ba/F3 EpoR-JAK2V617F viability, ATP luminescence | inhibition, % at 5.6 µM;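 active means inhibition above the campaign mean plus 3 SD over all tested compounds, cut at about 24% in these data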;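 further: cytokine-independent growth of Ba/F3 cells driven by EpoR plus mutant JAK2; 0% = DMSO-treated cells and 100% = JAK inhibitor I control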
EP2 mod = EP2 receptor (human) modulation | P43116 | EP2-expressing cells, cAMP HTRF FRET, PGE2 co-stimulation | induction, % at 25 µM | 0.83% of 260,000 active;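 active means compounds whose cAMP rise, as percent of the full-agonist control response, exceeds 60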;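 further: rat C6 glioma line stably carrying human EP2 under a CMV promoter; the protocol text gives 20 µM as final concentration; 100% = response of wells given 1 µM PGE2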
Target sequence (P43116 whole entry, looked up): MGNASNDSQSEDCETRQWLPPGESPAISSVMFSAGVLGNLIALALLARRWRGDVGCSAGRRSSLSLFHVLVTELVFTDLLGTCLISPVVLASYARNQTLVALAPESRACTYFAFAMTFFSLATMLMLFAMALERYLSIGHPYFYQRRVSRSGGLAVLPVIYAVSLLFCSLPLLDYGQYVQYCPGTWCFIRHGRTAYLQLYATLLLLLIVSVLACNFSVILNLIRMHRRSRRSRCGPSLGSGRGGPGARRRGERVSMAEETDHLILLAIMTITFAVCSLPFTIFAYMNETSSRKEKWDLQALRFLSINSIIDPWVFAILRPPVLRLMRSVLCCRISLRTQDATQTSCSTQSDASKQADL
PERK inh = human PERK inhibition, primary cell-based screen | Q9NZJ5 | CHO PERK-DD fusion, SEAP luminescence translation reporter | AID 1416 | 0.17% of 220,000 active | inhibition, % at 5.6 µM;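 active means inhibition above the mean inhibition of all tested compounds plus 3 SD, set separately per screening campaign, cut at about 2.9% in these data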;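 further: PERK kinase domain activated by AP20187 dimerizer at 100 nM; 0% = DMSO with dimerizer and 100% = rapamycin at 8.4 µM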
Calpain2 inh = inhibitors of pig calpain II | purified calpain II, fluorogenic peptide substrate, 30 min | inhibition, % at 16 µM | 0.37% of 220,000 active | AID 1236;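 active means inhibition above about 50%, limit read from the data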
S1P4 agonist = agonists of human S1P4 receptor | S1P4-expressing cell line, agonist reporter assay | activation, % at 4.98 µM | 0.35% of 220,000 active | AID 1509; in the data active means activation above about 11%;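 further: 0% = DMSO vehicle and 100% = reference agonist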
Target sequence (O95977 whole entry, looked up): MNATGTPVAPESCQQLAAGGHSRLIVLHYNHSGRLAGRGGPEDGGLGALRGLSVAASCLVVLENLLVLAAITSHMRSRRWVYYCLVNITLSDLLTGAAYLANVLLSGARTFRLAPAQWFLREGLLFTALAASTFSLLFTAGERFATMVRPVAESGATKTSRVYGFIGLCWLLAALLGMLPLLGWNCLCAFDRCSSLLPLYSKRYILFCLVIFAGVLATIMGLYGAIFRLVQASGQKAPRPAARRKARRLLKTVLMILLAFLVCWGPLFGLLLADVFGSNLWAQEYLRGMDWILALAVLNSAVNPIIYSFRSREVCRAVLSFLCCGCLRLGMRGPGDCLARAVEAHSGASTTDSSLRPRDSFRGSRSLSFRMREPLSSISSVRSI
BaF3 tox = reduces parental Ba/F3 cell viability, JAK2V617F counter-screen | 1.1% of 220,000 active | CellTiter-Glo ATP luminescence | AID 1486 | inhibition, % at 5.6 µM;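 active means inhibition above a per-campaign cutoff, the mean inhibition of all tested compounds plus 3 SD, cut at about 27% in these data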;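 further: 0% = DMSO wells and 100% = JAK Inhibitor I control wells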
zfTRPN1 agonist = agonists of zebrafish TRPN1 channel. HEK293 zebrafish TRPN1-YFP, Fluo-8 calcium fluorescence; 100% = response to 87 µM carbachol. activation, % at 3 µM. 0.18% of 220,000 active. AID 1424;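 active means activation above its plate's cutoff, the mean activation of test wells on that plate plus 3 SD, cut at about 19% in these data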;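 further: 0% = DMSO alone and 100% = 87 µM carbachol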
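Control set: carbachol 87 µM as high control, DMSO as low control; system: HEK293 stable line with zebrafish TRPN1-YFP; read-out: % activation versus carbachol response; detection: intracellular calcium fluorescence with Fluo-8; doses: single test compound dose, 3 µM nominal, 0.3% DMSO; schedule: dye 1 h 37 °C plus 30 min RT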
TRPML3 ag = activates the human TRPML3 channel; 0.29% of 220,000 active; activation, % at 3 µM; Q8TDD5; HEK293 TRPML3-YFP, Fluo-8 calcium fluorescence; 100% = the carbachol control signal; AID 1448;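 active means activation above its plate's cutoff, the mean activation of the plate's test wells plus 3 SD, cut at about 12% in these data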;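 further: 0% = DMSO only wells and 100% = carbachol wells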
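Material: HEK293 cells stably carrying human TRPML3-YFP; compound dosing: single dose, 3 µM final nominal compound, 0.3% DMSO final; incubation: 1-h 37 °C dye load, 5-s basal, 120-s post-compound reads; technique: Fluo-8 intracellular calcium fluorescence, excitation 470-495 nm, emission 515-575 nm; read-out basis: percent activation from peak-to-basal fluorescence ratio, scaled between DMSO and carbachol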
S1P4 antag = antagonists of human S1P4 receptor | AID 1510 | 0.26% of 220,000 active | S1P4-expressing cells, antagonist mode, reporter read-out | inhibition, % at 4.98 µM; in the data active means inhibition above about 29%;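 further: 0% = wells stimulated with agonist and 100% = vehicle wells without agonist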
Numbers without * were called inactive; & = joins results of further samples.

SMILES | Ba/F3 V617F tox | EP2 mod | PERK inh | Calpain2 inh | S1P4 agonist | BaF3 tox | zfTRPN1 agonist | TRPML3 ag | S1P4 antag
COc1ccc(Cc2nnc(SCC(=O)c3ccc(OC)cc3)o2)cc1 | 0 | -36 | 0.4 | -30 | -0.4 | 3 | 4.3 | 2.6 | -19
NS(=O)(=O)c1ccc(Nc2nc3ccccc3nc2NS(=O)(=O)c2cccc([N+](=O)[O-])c2)cc1 | -1 | -8 | 0.1 | -19 | 0.2 | 4 | 0.1 | 0.3 | 2
Cc1ccccc1-c1noc(CCC(=O)NCc2ccco2)n1 | -2 | -5 | 1.8 | 7 | -1.2 | -6 | 1.2 | 0.4 | -1
CCn1nnnc1NC(=O)c1ccc2ccccc2c1 | 4 | 11 | 0.8 | -14 | 0.7 | 8 | 1.0 | 1.0 | -3
COc1ccccc1-c1ccc(NC2CCCC2)nn1 | -1 | -39&-17 | 0.2 | -18 | -0.2 | 1 | -2.5 | -0.8 | -2
COc1cc(/C=N/n2cnnc2-n2nc(C)cc2C)cc([N+](=O)[O-])c1O | 2 | 17 | 0.7 | 29 | 1.7 | 2 | -0.3 | 0.1 | -1
CN(C)c1ccc(-c2noc(C3CCN(S(=O)(=O)c4cccc(C(=O)O)c4)CC3)n2)cc1 | -4 | 16 | 0.7 | -6 | -0.9 | 0 | -0.3 | -0.6 | -9
CCOCCn1c(SCc2cccc(C)c2)nc2c1c(=O)[nH]c(=O)n2C | 0 | -5 | -0.2 | 21 | 0.8 | 10 | -1.3 | -1.2 | -12
COc1ccc(N2CCN(C(=O)c3cccc(F)c3)CC2)c([N+](=O)[O-])c1 | 2 | -53 | -0.4 | 28 | -0.6 | 4 | 2.6 | 1.2 | 17
Cc1ccc(N(C(=O)c2ccccc2Cl)C2=NC(C)CS2)c(C)c1 (stereo not given) | 4 | 46 | -0.3 | 14 | -0.3 | 11 | -1.1 | 0.1 | -14
CNC(=S)SCCOc1ccccc1 | 0 | -11 | 0.7 | 7 | 2.1 | 2 | -0.6 | -0.1 | -27
O=C(Nc1nc2ccccc2[nH]1)c1ccc(F)cc1 | 4 | -11 | 0.1 | -22 | 1.3 | 8 | 1.9 | 1.5 | -7
CCOC(=O)N/N=C/c1c(F)c(F)c(F)c(F)c1F | -4 | -13 | 0.4 | 13 | 0.1 | 1 | 3.5 | 0.5 | 0
C/C(=C/C(=O)N1CCN(C)CC1)C(=O)O | 9 | 17 | 0.1 | 20 | -2.1 | 13 | 1.0 | 0.4 | 2
CC(C)(C)C(=O)Nc1cc(S(=O)(=O)Nc2ccc(Cl)cc2)ccc1Cl | -1 | 7 | -0.6 | 7 | 1.2 | 4 | -2.5 | -0.6 | -15
CCOC(=O)C(C(C)=O)=C1SC2CS(=O)(=O)CC2S1 (stereo not given) | -4 | 7 | 0.6 | 17 | -2.1 | 0 | -0.2 | 1.2 | -4
CN1CCN(c2nc(Nc3ccc(O)cc3)nc3ccccc23)CC1 | 1 | -3 | 0.2 | 1 | -1.1 | 2 | 0.3 | 1.1 | 13
CCOC(=O)c1c(C)[nH]c(C)c1C(=O)COc1ncnc2cc([N+](=O)[O-])ccc12 | -1 | -10 | 0.1 | -32 | 1.1 | 7 | -0.1 | 0.8 | -11
CC(C)n1c(S(=O)(=O)O)nc2ccccc21 | 0 | -11 | 1.1 | 6 | 0.8 | 4 | -0.4 | 0.2 | 5
CN(C)CCCN=Cc1c(O)n(Cc2ccc3c(c2)OCO3)c(=O)c2ccccc12 | 5 | -30 | -0.4 | 5 | 0.7 | 3 | 0.7 | 1.3 | -10
O=[N+]([O-])c1ccc(O)c2ncccc12 | -6 | 1 | 1.6 | 22 | -0.5 | 4 | -0.6 | 0.5 | -13
O=C(Nc1cccc(Cl)c1Cl)c1ccc(-c2ccccc2)cc1 | -1 | 3 | -0.1 | -8 | -1.9 | 0 | -0.4 | 0.5 | 14
Cc1ccc(C)c(N2CCN(C(=O)c3ccc(NS(=O)(=O)c4c(C)noc4C)cc3)CC2)c1 | 1 | -1 | -1.1 | -80 | 0.2 | 5 | -0.9 | -0.2 | -7
CCN(C(=O)COC(=O)/C=C/c1cnc2ccccc2n1)C1CCS(=O)(=O)C1 (stereo not given) | -4 | 21 | 0.6 | -18 | -0.6 | 4 | 1.1 | 0.5 | -15

An excerpt from above, limited to Calpain2 inh and S1P4 antag:
SMILES	Calpain2 inh	S1P4 antag
CN(C)CCCN=Cc1c(O)n(Cc2ccc3c(c2)OCO3)c(=O)c2ccccc12	5	-10
O=[N+]([O-])c1ccc(O)c2ncccc12	22	-13

(more compounds)
SMILES | Ba/F3 V617F tox | EP2 mod | PERK inh | Calpain2 inh | S1P4 agonist | BaF3 tox | zfTRPN1 agonist | TRPML3 ag | S1P4 antag
O=C(Oc1cccc2c(OC(=O)N3CCOCC3)cccc12)N1CCOCC1 | 4 | 4 | 0.6 | -1 | 0.8 | 8 | 0.9 | 0.8 | -17
CN1CCN(c2ccccc2NC(=O)c2cc(Br)ccc2Cl)CC1 | 1 | 2 | -0.9 | 30 | -1.1 | 4 | -0.9 | 0.7 | -15
CCc1nnc(NC(=O)c2ccc3ccccc3n2)s1 | 2 | 5 | -0.4 | 27 | -3.0 | 6 | -0.5 | -0.5 | 8
CC(=O)NC1CSCC1OC(C)=O (stereo not given) | -4 | 33 | 2.0 | 11 | -0.7 | -1 | 0.4 | -0.9 | -7
Cc1ccc(-n2ncc3c(=O)n(CC(=O)NCc4ccco4)cnc32)cc1 | -2 | 8 | 0.2 | -5 | 2.6 | -1 | 0.9 | 0.3 | -1
COc1ccccc1N1CCN(C(=O)CSc2nc(C)c(Cc3ccccc3)c(=O)[nH]2)CC1 | -4 | -28 | -0.8 | -59 | -0.6 | 2 | -0.3 | -0.1 | -8
CCOC(=O)N1CCN(C(=O)CN(Cc2ccccc2)S(=O)(=O)c2ccc(OC)c(Cl)c2)CC1 | 7 | 6 | -1.1 | 15 | 1.8 | 7 | -0.5 | -0.1 | 0
COc1ccc(-c2cn[nH]c2-c2ccc(OCc3ccccc3)cc2O)cc1 | -4 | -34 | -0.9 | 14 | 2.5 | 0 | -0.8 | 0.2 | -12
CN1CCc2c(n(CC(O)CNCc3ccccc3)c3ccccc23)C1=O (stereo not given) | 1 | -16 | -0.3 | 22 | 3.3 | -6 | -0.6 | 0.7 | 3
COc1cc(OC)c(S(=O)(=O)N2CCN(C(=O)c3ccccc3F)CC2)cc1NC(C)=O | -2 | -6 | 0.0 | -16 | 0.8 | 1 | -0.1 | 0.1 | -15
O=C(c1n[nH]c2ccccc12)N1CCN(c2ccc(F)cc2)CC1 | 1 | -26 | 0.8 | -12 | 1.3 | 2 | 2.9 | 2.1 | -26
C=C(C)CC(c1ccccc1)N(C(C)=O)c1ccco1 (stereo not given) | -2 | 41 | 0.5 | -16 | -0.4 | -2 | -2.2 | 0.0 | 6
CCOc1ccc(NC(=O)c2ccc(NC(=S)NC3CCCCC3)cc2)cc1 | 8 | -41 | 0.1 | 23 | -2.2 | 9 | 1.0 | 0.6 | 6
Cc1cccc2sc(NC(=O)CSCc3ccccc3)nc12 | 2 | -33 | -1.0 | 27 | -2.0 | 8 | -0.8 | 0.0 | 4
O=C(OCC(CO)OC(CO)n1ccc(=O)[nH]c1=O)c1ccccc1 (stereo not given) | 3 | 23 | 0.1 | -18 | 0.2 | 2 | 1.6 | -0.7 | -25
COc1cc([N+](=O)[O-])ccc1NC(=O)Cc1ccccc1 | 3 | -14 | 0.3 | -7 | -0.2 | 16 | -0.1 | -0.9 | 14
CCOC(=O)CN1CCC(c2ccccc2)CC1 | 3 | 16 | -1.1 | 10 | 0.5 | 3 | 1.9 | -0.1 | -20
CCOC(=O)c1c(CSc2ccccc2)oc2cc(Br)c(O)c(CN(C)C)c12 | -4 | 18 | -0.6 | -10 | 0.0 | -2 | 0.5 | 0.1 | 8
COc1ccc2c(c1)C(C)=CC(C)(C)N2C(=O)CNCc1ccc2c(c1)OCO2 | -3 | 62* | 0.1 | -17 | -0.4 | -2 | -2.8 | 0.1 | -20
Fc1ccccc1COc1ccc(Br)cc1CNCc1cccnc1 | 4 | -16 | -1.1 | 33 | 0.5 | 8 | -0.3 | 1.4 | -8
O/N=C(\c1ccc(Cl)cc1Cl)c1ncc(C(F)(F)F)cc1Cl | -5 | 19 | 0.5 | -11 | 0.1 | 1 | -1.0 | -0.8 | -2
COCc1cc(Sc2ccc(Cl)cc2)nc(-c2ccccc2)n1 | -5 | 25 | 1.3 | -11 | 0.1 | 1 | 2.0 | 0.6 | -4
NNC(=O)c1csc(Cc2c(Cl)sc3ccc(Cl)cc23)n1 | 0 | 35 | -1.3 | 33 | 0.6 | 3 | 0.5 | -0.1 | 7
Cc1cc(N(C)C)ccc1N=Nc1ccc2ncccc2c1 | -3 | 11 | -1.0 | 20 | -1.8 | 7 | -2.4 | -1.1 | 13

4 successive entries already listed, for reference:
SMILES | Ba/F3 V617F tox | EP2 mod | PERK inh | Calpain2 inh | S1P4 agonist | BaF3 tox | zfTRPN1 agonist | TRPML3 ag | S1P4 antag
Fc1ccccc1COc1ccc(Br)cc1CNCc1cccnc1 | 4 | -16 | -1.1 | 33 | 0.5 | 8 | -0.3 | 1.4 | -8
O/N=C(\c1ccc(Cl)cc1Cl)c1ncc(C(F)(F)F)cc1Cl | -5 | 19 | 0.5 | -11 | 0.1 | 1 | -1.0 | -0.8 | -2
COCc1cc(Sc2ccc(Cl)cc2)nc(-c2ccccc2)n1 | -5 | 25 | 1.3 | -11 | 0.1 | 1 | 2.0 | 0.6 | -4
NNC(=O)c1csc(Cc2c(Cl)sc3ccc(Cl)cc23)n1 | 0 | 35 | -1.3 | 33 | 0.6 | 3 | 0.5 | -0.1 | 7

The list goes on:
SMILES | Ba/F3 V617F tox | EP2 mod | PERK inh | Calpain2 inh | S1P4 agonist | BaF3 tox | zfTRPN1 agonist | TRPML3 ag | S1P4 antag
CC(C)OP(=O)(c1ccc(N(C)C)cc1)C(O)c1ccccc1F (stereo not given) | 0 | 38 | -0.1 | -14 | 1.3 | 3 | 1.1 | 1.4 | -11
C=CCSc1nnc(-c2ccc(Cl)cc2Cl)o1 | 0 | 30 | 1.0 | 21 | -0.3 | 1 | -0.7 | 0.2 | -6
CCCNc1cc(=S)nc(N)[nH]1 | -2 | 3 | -0.3 | 29 | 0.6 | -2 | 0.3 | 0.5 | 7
CCOC(=O)C1(CC2CCCCO2)CCN(Cc2ccc(OC)cc2F)CC1 (stereo not given) | -3 | -22 | -0.1 | -11 | -1.9 | 1 | -0.8 | 0.3 | -11
Cc1ccc(OCCN2C(=O)S/C(=C\c3ccc(C)o3)C2=O)cc1 | -3 | -31 | 1.2 | 2 | 0.0 | 5 | 3.5 | 1.2 | -9
CCN(CC)S(=O)(=O)c1ccc(OC)c(NC(=O)c2cccs2)c1 | -5 | -3 | -0.3 | -103 | -0.1 | 0 | -0.6 | 0.5 | 10
CCC(=O)Nc1nc2ccc([N+](=O)[O-])cc2s1 | -1 | 16 | 1.3 | -16 | 0.4 | -6 | 0.6 | 0.3 | -5
Cc1ccc(S(=O)(=O)N(C)C)cc1NC(=O)C1CCCC1 | 3 | 2 | 0.6 | 14 | 1.5 | 13 | 1.4 | 0.6 | -21
